# HTR5A inv ctr = HTR5A inverse agonism, opioid heterodimer counter-screen | P47898 | HTR5A cell line, luminescence | inhibition, % at 9.3 µM | actives 0.083% (n = 340,000) | AID 504634; in the data active = inhibition mostly above about 23%, no sharp cut-off; inactive = mostly below about 18%;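 note: 0% = cells with DMSO and 100% = no-cell wells with DMSO; some compounds called inactive have numbers as strong as hits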
# Target sequence (P47898 whole entry, looked up): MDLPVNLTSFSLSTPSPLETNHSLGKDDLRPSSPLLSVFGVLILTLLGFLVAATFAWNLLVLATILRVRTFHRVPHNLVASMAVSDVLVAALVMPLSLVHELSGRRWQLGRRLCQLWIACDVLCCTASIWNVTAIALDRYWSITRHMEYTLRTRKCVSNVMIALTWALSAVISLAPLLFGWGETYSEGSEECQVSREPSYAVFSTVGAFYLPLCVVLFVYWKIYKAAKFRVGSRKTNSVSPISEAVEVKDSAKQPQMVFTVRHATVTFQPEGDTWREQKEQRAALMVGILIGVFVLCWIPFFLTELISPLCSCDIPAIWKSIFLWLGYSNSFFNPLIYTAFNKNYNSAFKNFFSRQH
# Mot1-301 SUMO = inhibitors of SUMOylation pathway: yeast Mot1-301 growth rescue; S. cerevisiae Mot1-301 growth rescue, ATP luminescence, 38.5C; percent above DMSO median, 100 means doubled; growth rescue, % at 18.8 µM; actives 1% (n = 320,000); AID 2716;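 active = every valid replicate shows activation above 250% relative to neutral control wells; inactive = the rest, any valid replicate at or below 250%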;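 note: OY570 slx delta 5 strain wells were the positive control but not used for scaling; some compounds called inactive have numbers as strong as hits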
# Tat export inh = blocks Tat-dependent protein export in E. coli | E. coli MC4100 TorA-mCherry Tat export, fluorescence | inhibition, % at 10 µM | actives 0.036% (n = 340,000) | AID 488895;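 active = mean replicate inhibition at least 50% and at least half of replicates individually reaching 50%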;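 note: exported cargo escapes ClpAP degradation while cytoplasmic cargo is degraded and loses fluorescence; 0% = median of neutral control wells and 100% = median of NaSCN control wells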
# OPRM1-OPRD1 ag = agonists of human mu-delta opioid receptor heterodimerization; P35372+P41143; cells, OPRM1-OPRD1 heterodimerization, luminescence; activation, % at 9.3 µM; actives 0.3% (n = 340,000); in the data active = activation above about 18%;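 note: 0% = vehicle-treated cells and 100% = reference agonist; values of inactives mirror those of a sister screen read the other way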
# PKA-R1A activ = PKA-R1A complex activation | P00514+P68181 | PKA-R1A dissociation, Cy5-IP20 fluorescence polarization; scaled: DMSO 0%, 113 µM cGMP 100% | activation, % at 11.4 µM | actives 0.083% (n = 340,000) | AID 504707;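 active = percent activation above the mean of all tested compounds plus 3 SD, cut at about 19% in these data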;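 note: higher means more PKAc released from R1A so a rise in polarization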
# AddAB inh = less growth of phage-infected E. coli with AddAB; E. coli expressing H. pylori AddAB, absorbance growth; inhibition, % at 11.9 µM; actives 0.29% (n = 330,000); AID 435030; in the data active = inhibition above about 12%;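 note: 0% = vehicle wells of infected cells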
# MOR-DOR inv ag = inverse agonists of human mu-delta opioid receptor heterodimerization; P35372+P41143; cell-based MOR-DOR heterodimer luminescence, inverse agonism; inhibition, % at 9.3 µM; actives 0.21% (n = 340,000); AID 504357; in the data active = inhibition above about 22%, passing the limit was not always enough;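 note: 0% = cells with DMSO and 100% = wells without cells with DMSO; values of inactives mirror those of a sister screen read the other way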
# phage Ecoli inh = E. coli growth loss with phage present | actives 0.26% (n = 360,000) | growth absorbance | inhibition, % at 11.9 µM; in the data active = inhibition above about 11%
# Ecoli viability = reduces bacterial viability in AddAB counter-screen | E. coli V3065 growth, OD600 absorbance, 18 h | inhibition, % at 11.9 µM | actives 0.27% (n = 330,000);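 active = inhibition above the campaign's mean inhibition across all tested compounds plus 3 SD, cut at about 9.9% in these data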;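 note: uninfected addAB+ strain grown without phage in ampicillin broth; 0% = DMSO wells and 100% = ciprofloxacin 0.95 µg/ml wells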
# PKA-R2B act = PKA-R2B complex activation; PKA-R2B holoenzyme dissociation, Cy5-IP20 fluorescence polarization; R2B truncated from residue 108, S112A mutant; 0% DMSO only, 100% 113 µM cGMP; activation, % at 11.4 µM; actives 0.079% (n = 340,000); AID 504700;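 active = activation above a cutoff set at the mean over all compounds plus 3 SD, cut at about 18% in these data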;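 note: higher means more holoenzyme dissociation and a rise in polarization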
# Target sequence (P31323 whole entry, looked up, other chains not shown, the tested form may be a part): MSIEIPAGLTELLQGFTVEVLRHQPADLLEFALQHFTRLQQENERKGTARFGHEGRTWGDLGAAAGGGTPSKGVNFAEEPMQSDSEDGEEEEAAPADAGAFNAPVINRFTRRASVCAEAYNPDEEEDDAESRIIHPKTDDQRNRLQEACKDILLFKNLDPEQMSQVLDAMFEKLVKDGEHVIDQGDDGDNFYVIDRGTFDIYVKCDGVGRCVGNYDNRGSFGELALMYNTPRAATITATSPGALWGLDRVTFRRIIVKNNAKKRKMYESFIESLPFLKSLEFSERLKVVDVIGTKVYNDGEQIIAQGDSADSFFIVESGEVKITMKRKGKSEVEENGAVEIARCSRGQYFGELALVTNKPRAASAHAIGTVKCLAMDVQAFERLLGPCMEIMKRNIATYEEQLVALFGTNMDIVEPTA
# PfHsp90 yeast 2 = inhibits growth of yeast expressing Plasmodium falciparum Hsp90. S. cerevisiae expressing PfHsp90, BacTiter-Glo ATP, 48 h; yeast lacking PDR1 and PDR3 efflux regulators. AID 504621. inhibition, % at 9.4 µM. actives 0.32% (n = 310,000);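 active = every replicate shows inhibition above about 80%, whatever the replicate mean, limit read from the data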;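 note: 0% = DMSO neutral controls and 100% = 20 µM radicicol positive controls; yeast relying on Plasmodium falciparum Hsp90 in place of its own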
# Starred values were filed as active, the others as inactive; . = not tested or not shown; & = joins results of further samples. Random draw from the library; overall some 2.2% were active at least once.
# Start of the data: the first 9 compounds, ahead of the listing:
SMILES,HTR5A inv ctr,Mot1-301 SUMO,Tat export inh,OPRM1-OPRD1 ag,PKA-R1A activ,AddAB inh,MOR-DOR inv ag,phage Ecoli inh,Ecoli viability,PKA-R2B act,PfHsp90 yeast 2
COc1cc(OC)cc(C(=O)Nc2cccc(NC(=O)c3cc(OC)cc(OC)c3)n2)c1,-38,-4,-2,-1.1,-6,1.8,6,-1.6,-2.7,1,10
COc1ccccc1N1CCN(C(=O)C2CCCN(S(=O)(=O)c3ccc4c(c3)oc(=O)n4C)C2)CC1 (stereo unspecified),3,2,2,2.1,-3,2.0,-11,0.8,2.9,9,-9
COc1ccc2nc(NC(=O)c3cccc(N4C(=O)CCC4=O)c3)sc2c1,-3,15,0,-2.4,-1,1.8,9,0.8,0.6,-2,4
COc1ccc(-c2csc(NC(=O)CSc3ccc(Br)cc3)n2)c(OC)c1,-20,5,0,4.6,11,3.5,-26,3.0,-1.4,-3,11
Cc1ccc(C(C)C)c(OCC(=O)Nc2ccc3c(c2)nc(CN2CCCC2)n3C)c1,0,12,7,0.7,3,-0.7,-3,0.2,-3.8,-3,.
CCc1ccc(CN2CCCC(CNC(=O)c3cccc(OC)c3OC)C2)cc1 (stereo unspecified),2,13,7,-5.0,-6,2.4,23,0.2,-2.6,-11,3
O=C(Nc1cccc(C(F)(F)F)c1)c1cncs1,-6,5,-3,0.2,-14,-1.6,-1,2.2,0.5,-13,13
CS(=O)(=O)/C(C#N)=C/c1c(-c2ccccc2)nc2n1CCS2,.,38,-4,.,.,1.6,.,2.1,-1.2,.,-21
CNc1ccc(Cl)cc1C(N)=O,4,-7,-7,-2.0,-11,2.6,10,1.6,-0.2,-2,13

# The whole of this part (from the top)
SMILES,HTR5A inv ctr,Mot1-301 SUMO,Tat export inh,OPRM1-OPRD1 ag,PKA-R1A activ,AddAB inh,MOR-DOR inv ag,phage Ecoli inh,Ecoli viability,PKA-R2B act,PfHsp90 yeast 2
COc1cc(OC)cc(C(=O)Nc2cccc(NC(=O)c3cc(OC)cc(OC)c3)n2)c1,-38,-4,-2,-1.1,-6,1.8,6,-1.6,-2.7,1,10
COc1ccccc1N1CCN(C(=O)C2CCCN(S(=O)(=O)c3ccc4c(c3)oc(=O)n4C)C2)CC1 (stereo unspecified),3,2,2,2.1,-3,2.0,-11,0.8,2.9,9,-9
COc1ccc2nc(NC(=O)c3cccc(N4C(=O)CCC4=O)c3)sc2c1,-3,15,0,-2.4,-1,1.8,9,0.8,0.6,-2,4
COc1ccc(-c2csc(NC(=O)CSc3ccc(Br)cc3)n2)c(OC)c1,-20,5,0,4.6,11,3.5,-26,3.0,-1.4,-3,11
Cc1ccc(C(C)C)c(OCC(=O)Nc2ccc3c(c2)nc(CN2CCCC2)n3C)c1,0,12,7,0.7,3,-0.7,-3,0.2,-3.8,-3,.
CCc1ccc(CN2CCCC(CNC(=O)c3cccc(OC)c3OC)C2)cc1 (stereo unspecified),2,13,7,-5.0,-6,2.4,23,0.2,-2.6,-11,3
O=C(Nc1cccc(C(F)(F)F)c1)c1cncs1,-6,5,-3,0.2,-14,-1.6,-1,2.2,0.5,-13,13
CS(=O)(=O)/C(C#N)=C/c1c(-c2ccccc2)nc2n1CCS2,.,38,-4,.,.,1.6,.,2.1,-1.2,.,-21
CNc1ccc(Cl)cc1C(N)=O,4,-7,-7,-2.0,-11,2.6,10,1.6,-0.2,-2,13
CC(C)(C)NC(=O)CSc1nnnn1C(C)(C)C,5,41,-4,1.1,-5,0.5,-6,2.2,1.0,2,.
COc1ccc(NC(=O)C2CCCN2S(=O)(=O)c2cccs2)c([N+](=O)[O-])c1 (stereo unspecified),-8,211,0,1.9,1,2.1,-12,2.8,1.3,0,.
O=C(/C=C/c1ccc([N+](=O)[O-])cc1)N1CCN(Cc2ccccc2)CC1,-21,-7,3,-0.1,-9,0.2,1,1.4,-1.6,-1,7
COc1ccc(NC(=O)CC2CCCC2)cc1OC,9,-13,-3,1.1,-8,1.8,-6,-0.7,-0.1,-3,9
CCC(C)c1ccc(S(=O)(=O)N2CCN(CC(O)CN3CCOCC3)CC2)cc1 (stereo unspecified),3,-6,-8,-2.0,-4,-0.2,8,-2.9,-4.9,-1,14
COc1ccc(CNC(=O)CCSCc2cccc(Cl)c2)c(OC)c1,-1,-12,1,-2.1,-7,0.9,12,3.3,-0.8,11,-12
Cc1cccc(NC(=O)NNC(=O)COc2ccc(Cl)cc2)c1,3,15,-11,-1.1,5,0.5,8,5.0,-3.4,8,.
CC(C)(CCc1ccccn1)C(=O)CCCc1ccccn1,-6,.,-6,-2.4,-8,.,11,1.8,.,-11,10
Cc1cccc(C)c1OCC(=O)NNC(=O)Nc1ccc(Cl)cc1,-2,-18,9,2.3,0,0.8,-13,2.2,-0.6,5,-10
O=C(Oc1ccc(-c2nnco2)cc1)N1CCOCC1,-8,214,-14,-1.0,0,-0.2,6,-2.5,-2.5,-11,-21
CCCCN(CCCNC(=O)C1CCCN(S(=O)(=O)CC)C1)Cc1ccccc1 (stereo unspecified),-39,195,-5,-0.5,9,-2.3,3,0.2,-0.1,-3,10
Cc1oc2ccc(O)c(CN(C)C)c2c1C(=O)c1ccccc1,6,-8,-11,-0.2,-7,1.3,1,4.1,-3.1,0,0
CC(C)NC(=O)/C(C#N)=C/c1ccc(N(C)C)o1,-4,-3,3,-3.1,-8,0.5,15,3.0,1.0,-6,17
CCCCCn1c(=O)c(C(=O)OCC)c(O)c2ccccc21,1,-20,-5,-0.1,-13,4.8,0,0.8,1.6,3,10
Cc1oc(-c2cccc(Cl)c2)nc1CN1CCC(C(=O)N2CCN(c3ccccn3)CC2)CC1,-11,7,10,0.7,-11,2.7,-4,.,-0.7,0,15
O=C(CSc1nnc(SCc2cccc3ccccc23)s1)N/N=C/c1c[nH]c2ccccc12,-29,2,-16,3.7,-1,0.2,-19,4.0,-3.1,-5,-5
Cc1cccc(NC(=O)CSc2nc(COc3ccccc3)nc3ccccc23)c1C,-12,25,-3,-0.7,-9,-0.5,4,2.0,2.1,6,-22
COc1ccc(OCC(=O)Nc2cccc(C(=O)Nc3ccccc3C(=O)O)c2)cc1,-30,-1,-2,-1.9,9,3.4,10,2.2,1.9,4,3
CCOc1ccc(C2C(C(=O)OC)=CN(CCOC)C=C2C(=O)OC)cc1,4,1,-7,-1.4,7,0.9,8,1.2,-0.5,-1,8
CC(C)Oc1ccc(N2CC(C(=O)OCC(=O)NCc3ccccc3)CC2=O)cc1 (stereo unspecified),-26,12,-3,-1.2,-16,-0.2,7,0.5,-0.7,1,-11
O=C(c1ccccc1)c1ccccc1C(=O)c1ccccc1,1,-21&-14,-6,-3.6,-9,0.8&1.9,16,0.2&2.5,1.2&2.5,7,-11
Cc1ccccc1C(=O)NCC(=O)NNC(=O)CCN1CCN(c2ccccc2)CC1,6,-1,9,-2.4,-7,3.0,12,2.1,-0.3,5,1
COc1ccc(Cl)cc1N1CCN(CCNC(=O)Nc2ccccc2C)CC1,-1,-7,-4,2.0,-6,2.0,-10,1.4,0.5,-8,0
O=C(CN(c1ccc([N+](=O)[O-])cc1)S(=O)(=O)c1ccccc1)N1CCCCC1,-28,-12,2,-2.9,-3,5.2,15,1.1,1.1,6,0
CC(C)[C@H](NC(=O)N1c2ccccc2NC(=O)[C@@H]1C(C)C)C(=O)N1CCC[C@H]1C(=O)O,7,-15,-8,-2.8,-12,2.9,14,1.3,0.0,-1,-27
COc1cc(/C=N/NC(=O)c2cccc3ccccc23)ccc1OCC(N)=O,10,-5,11,-0.9,0,0.4,5,0.8,0.4,5,-14
COc1nc(N(C#N)CC(N)=O)nc(N2CCCC2)n1,-9,26,5,-1.9,-4,1.6,9,1.6,3.4,-9,1
CCOC(=O)c1ccc(NC(=S)N2CCC(O)CC2)cc1,-5,10,3,-1.2,3,-1.0,9,2.0,-0.9,-15,26
CCOC(=O)c1[nH]c(C)c(C(=O)Nc2ccc(C)c(C)c2)c1C,-37,-12,-19,-2.6,-1,4.5,13,2.3,-1.8,-9,-12
Cc1cc(C)c2c(CC(=O)NCc3ccco3)coc2c1,-18,21,-10,-2.7,4,1.1,12,3.2,0.4,-4,1
OC(COc1ccccc1CNCc1cccnc1)CN1CCc2ccccc2C1 (stereo unspecified),-3,3,-6,3.4,0,3.1,-17,-1.6,0.1,-6,11
COc1ccc([C@]2(C(C)C)ON(c3ccccc3C(F)(F)F)C2=O)cc1,-30,6,2,2.5,-8,2.2,-15,3.9,1.3,-4,-19
CCCCC(=O)Nc1nnc(SCC(=O)NCC2CCCO2)s1 (stereo unspecified),16,2,-9,-2.3,0,4.9,15,3.8,0.4,-4,.
O=C(C1=C(O)C(=O)N(CC2CCCO2)C1c1cccc(Cl)c1)c1ccco1 (stereo unspecified),-29,-17,-7,1.2,-20,4.0,-9,2.6,0.9,-4,-19
Cc1ccc(Nc2nc(C)cc(C)c2C(N)=O)cc1,-4,-3,5,-0.8,-3,-1.0,5,4.4,-0.8,1,-13
COc1ccc(CNC(=O)c2cc3ccccc3o2)cc1OC,-7,-1,13,-2.8,-4,1.2,14,0.2,1.5,-6,0
CSCC[C@H](NS(=O)(=O)c1ccc(C)cc1)C(=O)N1CCC(C(=O)N[C@@H](Cc2ccc(O)cc2)C(=O)O)CC1,9,-9,-5,-1.6,-5,3.4,8,3.9,2.4,5,-10
Cc1oc2cc(O)cc(O)c2c(=O)c1-c1ccc2c(c1)OCCCO2,-31,-1,-1,1.7,1,3.0,-10,4.7,4.3,-4,-12
O=C1CCCCC1C(Nc1ccc(Cl)cc1)c1ccccc1 (stereo unspecified),20,22,12,6.3,-8,1.7,-38,1.9,1.7,-16,0
COC(=O)/C(=C/N(C)C)C(=O)N1CCN(c2ccc(Cl)c(Cl)c2)CC1,-11,144,-2,-2.3,-8,2.0,12,5.9,-1.3,-5,10
CCCCN(C)C(=O)Cc1c(OC)ccc2cc(Br)ccc12,-8,48,-7,0.1,-5,2.4,-1,1.6,1.2,-10,14
O=C(N/N=C/c1c(F)c(F)c(F)c(F)c1F)c1cc(-c2ccccc2)nc2ccccc12,-15,-6,-1,-2.3,-9,1.0,11,0.9,-1.4,-1,-21

# Source: PubChem
